# VEEV TC-83 Vero: inhibitors of VEEV TC-83 cytopathic effect, confirmation, Vero cells (AID 588727) | 350,000 tested, 0.13% active | inhibition, % at 20 µM, or IC50 in µM where a hit was titrated | Vero cells, VEEV TC-83 cytopathic effect inhibition; higher % means a stronger effect; in the data active means a potency from the dose series; inconclusive means inhibition mostly from about 14% at the one dose, without a potency; inactive means the rest, 99 in 100 with inhibition below about 12%; further: strong numbers were not always called active
# H1N1 NS1A inhibition: H1N1 influenza NS1A inhibitors, functional cell based assay (AID 504329); 340,000 tested, 0.3% active; inhibition, % at 12.5 µM, or IC50 in µM where a hit was titrated; NS1A functional cell-based assay, percent inhibition; higher % means a stronger effect; in the data active means a potency from the dose series; inconclusive means inhibition above about 27% without an active follow-up result; further: strong numbers were not always called active
# Salmonella PhoP GFP: PhoP regulon inhibitors, Salmonella typhi PhoP promoter GFP reporter, confirmatory (AID 1850); 310,000 tested, 0.33% active; Salmonella Typhi PhoP-promoter GFP reporter, fluorescence, 4 h; higher % means a stronger effect; inhibition, % at 50 µM, or IC50 in µM where a hit was titrated; in the data active means a potency from the dose series; inconclusive means inhibition mostly from about 25% at the one dose, without a potency; inactive means the rest, 99 in 100 with inhibition below about 19%;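 further: 0% = induced wells with vehicle and 100% = uninduced wells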
# M. tuberculosis: growth inhibition of non-replicating M. tuberculosis (AID 488890). inhibition, % at 25 µM, or IC50 in µM where a hit was titrated. Mycobacterium tuberculosis non-replicating, growth inhibition; higher % means a stronger effect. 320,000 tested, 0.39% active; in the data active means a potency from the dose series; inconclusive means inhibition mostly from about 82% at the one dose, without a potency; inactive means the rest, 99 in 100 with inhibition below about 76%;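 further: plate controls were DMSO cells for no effect and high antibiotic wells for full effect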
# H37Rv inhibition: M. tuberculosis growth inhibition, HTS (AID 449762); M. tuberculosis H37Rv growth inhibition, 7H9 media; higher % means a stronger effect; inhibition, % at 25 µM, or IC50 in µM where a hit was titrated; 330,000 tested, 0.59% active; in the data active means a potency from the dose series; inconclusive means inhibition above about 70% without an active follow-up result;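 further: bacterial growth assessed after seven days of incubation; strong numbers were not always called active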
# VEEV TC-83 Vero 10K pilot screen: further read-out of VEEV TC-83 Vero, marked with its call; inhibition, %; measured here: 10K pilot screen inhibition
# Numbers without * were called inactive; i = inactive; ? = inconclusive; nt = no result given; & = joins results of further samples.
# Sample of the layout:
SMILES,VEEV TC-83 Vero,H1N1 NS1A inhibition,Salmonella PhoP GFP,M. tuberculosis,H37Rv inhibition,others
COc1ccc(Cl)cc1NC(=O)CN(c1ccccc1)S(=O)(=O)N(C)C,8.2%,7%,3%,30%,1%,
O=C(O)Cn1nnc(-c2ccc(OCc3ccccc3Cl)cc2)n1,0.1%,-19%,2%,72%,4%,
Cc1csc(SCC(=O)N2CCN(S(=O)(=O)c3ccc(Cl)cc3)CC2)n1,0.4%,10%,-4%,-10%,-3%,
C=CCN(c1ccccc1)S(=O)(=O)c1cccc(C(=O)NCC(c2ccc(F)cc2)N2CCOCC2)c1 (configuration not stated),i,1%,2%,11%,15%,
CN(CCC#N)C(=O)CSc1nnc(-c2ccco2)n1N,i,8%,3%,-9%,4%,
COc1ccc(C(=O)c2c3ccc([N+](=O)[O-])cc3[n+]([O-])n2CCCC(N)=O)cc1,i,2%,1%,63%,59%,VEEV TC-83 Vero 10K pilot screen=0.0
Nc1nc(-c2c(Cl)cccc2Cl)no1,1.2%,0%,6%,2%,-2%,
COC(=O)c1ccc(OCC(O)Cn2nnc3ccccc32)cc1 (configuration not stated),i,4%,7%,23%,1%,
CC(=O)c1cccc(NC(=O)Cn2cc3c(n2)CCCC3)c1,1.4%,-2%,-3%,-18%,2%,
C[C@H](CO)N1C[C@H](C)[C@@H](CN(C)Cc2ccc(Cl)c(Cl)c2)Oc2c(NC(=O)Cc3ccccc3)cccc2C1=O,i,-7%,nt,25%,0%,
COc1cccc(CNCCc2ccccc2)c1OC,i,-3%,15%,16%,-1%,
O=C(CSc1nnc2c(n1)[nH]c1ccccc12)NCc1ccccc1F,0.2%,-4%,-2%,-11%,-1%,
Cn1c(=O)[nH]c(=O)c2c1nc(Br)n2C/C=N/NC(N)=S,nt,nt,12%,-1%,-10%,
Cc1cc([N+](=O)[O-])cc2c1NC(=O)C2(O)N1CCCCCC1 (configuration not stated),0.1%,-5%,-2%,27%,1%,
O=C(NCCCOc1ccc([N+](=O)[O-])cc1Cl)OCc1ccccc1,2.8%,-21%,nt,nt,nt,
COc1ccc(OC)c(C(=O)NC(CC(N)=O)c2ccc(NCc3ccc(F)c(F)c3)c([N+](=O)[O-])c2)c1 (configuration not stated),0.8%,16%,0%,8%,5.4µM*,
CCC[C@@H](CN1CCC[C@H]1CN1C(N)=NC[C@H]1CC(C)C)N1C[C@@H]([C@H](C)CC)N(CCCC2CCCC2)C1=N,0.4%,10%,nt,?,?,
CC(C)N(C(=O)[C@H]1CC(CC(=O)NCc2cccc(C(F)(F)F)c2)C(=O)N2CCc3c([nH]c4ccccc34)[C@]12C)C(C)C (some centres not stated),3.0%,-18%,nt,44%,-1%,
CCOc1cc(CO)c(Br)cc1OCC(=O)O,nt,nt,-4%,-14%,1%,
Clc1ccccc1N=C1SCCS1,1.6%,nt,9%,-2%,-7%,

# The whole of this part (from the top)
SMILES,VEEV TC-83 Vero,H1N1 NS1A inhibition,Salmonella PhoP GFP,M. tuberculosis,H37Rv inhibition,others
COc1ccc(Cl)cc1NC(=O)CN(c1ccccc1)S(=O)(=O)N(C)C,8.2%,7%,3%,30%,1%,
O=C(O)Cn1nnc(-c2ccc(OCc3ccccc3Cl)cc2)n1,0.1%,-19%,2%,72%,4%,
Cc1csc(SCC(=O)N2CCN(S(=O)(=O)c3ccc(Cl)cc3)CC2)n1,0.4%,10%,-4%,-10%,-3%,
C=CCN(c1ccccc1)S(=O)(=O)c1cccc(C(=O)NCC(c2ccc(F)cc2)N2CCOCC2)c1 (configuration not stated),i,1%,2%,11%,15%,
CN(CCC#N)C(=O)CSc1nnc(-c2ccco2)n1N,i,8%,3%,-9%,4%,
COc1ccc(C(=O)c2c3ccc([N+](=O)[O-])cc3[n+]([O-])n2CCCC(N)=O)cc1,i,2%,1%,63%,59%,VEEV TC-83 Vero 10K pilot screen=0.0
Nc1nc(-c2c(Cl)cccc2Cl)no1,1.2%,0%,6%,2%,-2%,
COC(=O)c1ccc(OCC(O)Cn2nnc3ccccc32)cc1 (configuration not stated),i,4%,7%,23%,1%,
CC(=O)c1cccc(NC(=O)Cn2cc3c(n2)CCCC3)c1,1.4%,-2%,-3%,-18%,2%,
C[C@H](CO)N1C[C@H](C)[C@@H](CN(C)Cc2ccc(Cl)c(Cl)c2)Oc2c(NC(=O)Cc3ccccc3)cccc2C1=O,i,-7%,nt,25%,0%,
COc1cccc(CNCCc2ccccc2)c1OC,i,-3%,15%,16%,-1%,
O=C(CSc1nnc2c(n1)[nH]c1ccccc12)NCc1ccccc1F,0.2%,-4%,-2%,-11%,-1%,
Cn1c(=O)[nH]c(=O)c2c1nc(Br)n2C/C=N/NC(N)=S,nt,nt,12%,-1%,-10%,
Cc1cc([N+](=O)[O-])cc2c1NC(=O)C2(O)N1CCCCCC1 (configuration not stated),0.1%,-5%,-2%,27%,1%,
O=C(NCCCOc1ccc([N+](=O)[O-])cc1Cl)OCc1ccccc1,2.8%,-21%,nt,nt,nt,
COc1ccc(OC)c(C(=O)NC(CC(N)=O)c2ccc(NCc3ccc(F)c(F)c3)c([N+](=O)[O-])c2)c1 (configuration not stated),0.8%,16%,0%,8%,5.4µM*,
CCC[C@@H](CN1CCC[C@H]1CN1C(N)=NC[C@H]1CC(C)C)N1C[C@@H]([C@H](C)CC)N(CCCC2CCCC2)C1=N,0.4%,10%,nt,?,?,
CC(C)N(C(=O)[C@H]1CC(CC(=O)NCc2cccc(C(F)(F)F)c2)C(=O)N2CCc3c([nH]c4ccccc34)[C@]12C)C(C)C (some centres not stated),3.0%,-18%,nt,44%,-1%,
CCOc1cc(CO)c(Br)cc1OCC(=O)O,nt,nt,-4%,-14%,1%,
Clc1ccccc1N=C1SCCS1,1.6%,nt,9%,-2%,-7%,
C=CCn1c(SCC(=O)N(CC)C2CCS(=O)(=O)C2)nnc1-c1ccccc1 (configuration not stated),1.8%,-2%,nt,7%,-8%,
NC(=O)C1CCN(C(=O)CCC(=O)c2ccc(Br)cc2)CC1,1.0%,-1%,2%,-2%,-6%,
Cc1cccc(N(CC(=O)NC2CCCC2)C(=O)CCCC(=O)Nc2ccccn2)c1,0.4%,-11%,-13%,2%,-3%,
Cc1ccc(NC(=O)CCNS(=O)(=O)c2ccc3c(c2)CCC(=O)N3)c(Br)c1,i,2%,-13%,5%,-2%,VEEV TC-83 Vero 10K pilot screen=0.2
Cc1cc(C(=O)NC(CC(C)C)C(=O)O)cc(C)c1[N+](=O)[O-] (configuration not stated),1.6%,-9%,4%,-6%,-6%,VEEV TC-83 Vero 10K pilot screen=0.3
Cc1ccc(C(C)C)c(OCC(=O)NN=C2CCCC2)c1,0.8%,-15%,9%,-2%,3%,
N#Cc1ccc(CSc2nc(N)cc(=O)[nH]2)cc1,1.0%,-1%,-8%,10%,5%,
CCOC(=O)/C(=N\NC(=O)c1ccccc1)c1ccccc1,0.7%,-13%,5%,5%,-7%,
CN(C)CC(C)(C)CNS(=O)(=O)c1ccc(Cl)c(Cl)c1,i,-18%&7%,13%&15%,-9%&4%,-5%&9%,
CC1CCCCN1CCCNC(=O)CN1C(=O)CSc2ccc(S(=O)(=O)N3CCOCC3)cc21 (configuration not stated),1.0%,-1%,-1%,-3%,-6%,
CCc1noc(C)c1C(=O)N1CC(C)OC(C)C1 (configuration not stated),1.9%,16%,3%,-4%,-13%,
O=C(Nc1cccc(S(=O)(=O)NC2=NCCC2)c1)c1ccc(F)cc1,2.0%,-4%,nt,-4%,-2%,
CC(CCN1CCN(c2ccccc2)CC1)c1ccccc1 (configuration not stated),0.1%,-2%,12%,2%,7%,
COc1cccc2cc(C(=O)C3=C(O)C(=O)N(CCN4CCOCC4)C3c3ccc(C(C)(C)C)cc3)oc12 (configuration not stated),i,-1%,0%,17%,7%,
CCCOc1ccc(/C=N/NC(=O)c2c(-c3ccccc3)noc2C)cc1OC,2.4%,2%,-2%,-13%,4%,
COC(=O)C[N+](C)(C)CC#Cc1ccccc1,0.4%,1%,-1%,-11%,-4%,
O=C(Nc1ccccc1C(F)(F)F)N1CCC(N2CCCCC2)CC1,1.6%,-15%,-2%,6%,-1%,
CN(C)CCNC(=O)/C(=N\O)c1ccccn1,1.1%,-5%,0%,13%,-3%,
O=C(O)C1(c2ccccc2)CCN(S(=O)(=O)c2cccs2)CC1,0.1%,-5%,-8%,10%,50%,
CC(C)OCCCN1CN(S(=O)(=O)c2ccc(Cl)cc2)c2nc3ccccc3nc21,5.9%,10%,0%,8%,-3%,
CCc1c(C2(O)CCCCC2)[nH]c2ccc(C(F)(F)F)cc12,2.8%,-1%,-22%,19%,28µM*,VEEV TC-83 Vero 10K pilot screen=3.4
C/C(CC1CC(C)OC1=O)=N\NC(N)=S (configuration not stated),i,0%,-9%,-26%,0%,
S=C(c1c[nH]c2ccccc12)N1CCOCC1,2.1%,5%,-15%,3%,-2%,
Cc1cc(C)c(NC(=O)/C(C#N)=C/c2ccc(OCc3ccc(F)cc3)cc2)c(C)c1,i,-7%,-18%,9%,-9%,
O=C(Nc1cc(S(=O)(=O)N2CCOCC2)ccc1Cl)c1ccc(=O)[nH]c1,3.5%,-9%,nt,nt,nt,
Cc1ccc(S(=O)(=O)N2CCN(C(=O)Cc3c(F)cccc3Cl)CC2)cc1,1.7%,-2%,0%,11%,-2%,
CCOc1ccc(C(C)NC(=S)NCc2ccc(Cl)cc2)cc1 (configuration not stated),0.9%,-11%,14%,47%,2%,
Cc1cccc(NC(=O)C2(C)CC3c4ccccc4C2c2ccccc23)c1C (configuration not stated),0.6%,4%,-24%,-6%,-8%,
CCCn1c(N)c(N(CCOC)C(=O)c2ccc(N3CCCC3=O)cc2)c(=O)[nH]c1=O,2.0%,-10%,2%,-9%,-5%,
COc1ccc(N2C(S)=C(C#N)C(=O)NC23CCCCC3)cc1,i,-4%,3%,12%,-5%,
COc1ccc(CC(=O)n2nc(-c3ccc(Cl)cc3)nc2NCc2ccco2)cc1,0.9%,4%,-3%,-10%,2%,
CCC(C)N(C(=O)COC(=O)c1nc2nc(C)cc(C)n2n1)C1CCS(=O)(=O)C1 (configuration not stated),0.3%,8%,-7%,4%,5%,
CC1(C)Cc2c(c(N3CCCC3)nc3sc4c(N5CCN(CCO)CC5)ncnc4c23)CO1,6.0%,13%,-7%,73%,9%,
Cc1ccc(NC(=O)c2cnccn2)c(OC(F)F)c1,3.5%,-31%,3%,-1%,2%,VEEV TC-83 Vero 10K pilot screen=3.5
COc1cc(NC(=S)N2CCN(CCO)CC2)cc(OC)c1,0.1%,5%,-6%,10%,0%,
CCOc1ccccc1NC(=O)CSc1nnnn1Cc1ccccc1,2.9%,-5%,-5%,23%,5%,
COc1cccc(/C=N/NC(=O)c2nc(-c3ccccc3)cc(-c3ccccc3)n2)c1O,7.2%,-6%,-4%,-29%,7%,
O=C(COC(=O)c1ccc(Br)o1)Nc1ccc(N2CCOCC2)cc1,1.3%,-6%,nt,56%,13%,
COc1ccccc1-n1cnnc1SCC(=O)N1CCOCC1,1.1%,3%,9%,-16%,2%,
CCC(=O)Nc1cc(Cl)ccc1C(=O)O,i,-2%,-14%,5%,7%,
# Later entries
SMILES,VEEV TC-83 Vero,H1N1 NS1A inhibition,Salmonella PhoP GFP,M. tuberculosis,H37Rv inhibition,others
Cc1ccc(C)c(NC(=O)C2CC(=O)N(C(C)C)C2)c1 (configuration not stated),3.4%,-3%,-8%,-13%,1%,
CCOC(=O)c1c(NC(C)=O)sc2c1CCC(C=O)=C2Sc1ccccc1,8.7%,-8%,8%,-6%,7%,
Cc1nc2c(cnn2CCO)c(=O)[nH]1,0.5%,-8%,nt,nt,nt,
Cc1cc(NC(=O)c2cn(C3CCCCC3)c(=O)c3c2c2ccccc2n3C)no1,8.8%,7%,15%,25%,-3%,
CC(C)Cn1c(/C=C/c2ccccc2)nc2ccccc21,7.1%,-5%,-5%,76%,35%,
O=C(Nc1ccc(S(=O)(=O)Nc2nccs2)cc1)c1c(F)c(F)c(F)c(F)c1F,7.0%,-6%,-2%,65%,?,

# Assay outcomes from PubChem BioAssay.
